# Assay outcomes from PubChem BioAssay.
# LmPK inh: LmPK (Leishmania mexicana) enzyme inhibition; purified LmPK, Kinase-Glo ATP luminescence, 1 h; Potency, µM (doses to about 57.5 µM), for the others: top-dose activity change, negative = inhibition, hits mostly inhibitors; 290,000 compounds, 0.37% hits; AID 1721; further: potency means the concentration at half of the fitted maximal effect; on the % scale 0 is the no-effect control and ±100 the full control effect
# Target sequence (Q27686 whole entry, looked up): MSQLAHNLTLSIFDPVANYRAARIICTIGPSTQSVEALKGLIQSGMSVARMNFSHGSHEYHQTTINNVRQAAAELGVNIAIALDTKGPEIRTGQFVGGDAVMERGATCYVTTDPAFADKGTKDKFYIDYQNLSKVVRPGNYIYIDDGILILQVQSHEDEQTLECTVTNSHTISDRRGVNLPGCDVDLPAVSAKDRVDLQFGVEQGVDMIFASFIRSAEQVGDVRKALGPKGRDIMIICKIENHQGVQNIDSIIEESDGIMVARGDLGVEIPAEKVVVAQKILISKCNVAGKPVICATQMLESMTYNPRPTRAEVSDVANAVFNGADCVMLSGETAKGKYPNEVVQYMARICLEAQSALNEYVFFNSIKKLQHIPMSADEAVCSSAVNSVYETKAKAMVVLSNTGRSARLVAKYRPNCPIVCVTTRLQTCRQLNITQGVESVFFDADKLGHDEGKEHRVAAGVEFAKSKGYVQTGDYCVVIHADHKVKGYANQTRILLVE
#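 0.1 nM LmPK, 0.5 mM PEP, 0.1 mM ADP; 50 mM imidazole pH 7.2, 7 mM MgCl2, 50 mM KCl; 1 h RT. Kinase-Glo luminescence readout, normalized to no-enzyme (full inhibition) and uninhibited wells.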
# Shiga inhibitor: blocks Shiga toxin action in Vero cells | Vero cells, Shiga toxin protein synthesis inhibition reporter | inhibition, % at 38.7 µM | 290,000 compounds, 9.2% hits | AID 2315; in the data active means inhibition mostly above about 28%, no sharp cut-off; inactive means mostly below about 43%; further: 0% is about no effect
# Pf growth 96h: P. falciparum growth inhibition at 96 hours | P. falciparum luciferase reporter growth, 96 h | Potency, µM (series often up to 28.7 µM), for the others: at the highest dose activity change, negative = inhibition, actives largely listed as inhibitors | 320,000 compounds, 6.9% hits | AID 504834; further: potency means the concentration at half of the fitted maximal effect; on the % scale 0 is the no-effect control and ±100 the full control effect
#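 Two-generation exposure (96 h) targets delayed-death phenotype. Reporter parasites carrying integrated firefly luciferase, in red cells at 2% hematocrit and 0.05% parasitemia final, kept at 37 C, 5% CO2; luminescence loss indicates inhibition.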
# Tb PYK inh: blocks Trypanosoma brucei pyruvate kinase; Q57TT1; TbPYK enzyme, Kinase-Glo Plus ATP luminescence, 45 min; Potency, µM (series often up to 76.8 µM), for inactives: at the highest dose activity, negative = inhibition, usual class: inhibitors; 410,000 compounds, 0.12% hits; AID 624173; further: potency means the concentration at half of the fitted maximal effect; on the % scale 0 is the no-effect control and ±100 the full control effect; nearly all actives have a fitted effect of over 50% in size
#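 Enzyme and substrate buffer are dispensed first and compound is pin-transferred. ADP at 130 uM final then starts the reaction, which runs 45 min at room temperature. Detection reagent is added for 10 min before luminescence is imaged.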
# AmpC inh no detg: inhibitors of E. coli AmpC beta-lactamase without detergent; P00811; AmpC nitrocefin hydrolysis, absorbance 480 nm, 0.0001% Triton; Potency, µM (doses to about 57.1 µM), for inactives: top-dose activity change, negative = inhibition, actives largely listed as inhibitors; 330,000 compounds, 0.52% hits;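 further: potency means the concentration at half of the fitted maximal effect; plate controls were no compound for no effect and no enzyme for full effect; nearly all actives have a fitted effect of over 20% in size; some results filed as inactive show a strong effect at the top dose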
# Target sequence (P00811 whole entry, looked up): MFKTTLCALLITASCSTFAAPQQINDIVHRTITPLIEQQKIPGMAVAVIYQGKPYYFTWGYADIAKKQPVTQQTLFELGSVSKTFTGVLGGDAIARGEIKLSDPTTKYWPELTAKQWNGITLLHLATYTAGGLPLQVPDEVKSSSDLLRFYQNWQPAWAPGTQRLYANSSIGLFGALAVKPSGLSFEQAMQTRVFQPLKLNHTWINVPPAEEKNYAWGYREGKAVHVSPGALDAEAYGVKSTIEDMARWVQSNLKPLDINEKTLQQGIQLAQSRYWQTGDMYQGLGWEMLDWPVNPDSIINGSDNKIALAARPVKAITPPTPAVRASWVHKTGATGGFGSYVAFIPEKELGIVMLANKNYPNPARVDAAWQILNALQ
#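 20 mM phosphate pH 7.0 + 0.01% (detergent screen) or 0.0001% Triton X-100; 5.3 nM AmpC reagent; cpd preinc 15 min RT; nitrocefin (800 uM stock) to start; A480 q20 s × 4 min; Activity was normalised to no-enzyme and no-compound control wells.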
# Cycloheximide cs: counter-screen hit for Shiga toxin inhibitors, cycloheximide | 300,000 compounds, 12% hits | AID 2314 | max response, % | cell reporter, cycloheximide protein synthesis inhibition counterscreen; in the data active means max response mostly above about 13%, no sharp cut-off; inactive means mostly below about 14%; further: read at 38.3 µM for the half of the compounds with a filed dose; 0% is about no effect
# Pf growth 48h: P. falciparum growth inhibition at 48 hours (one generation). Potency, µM (doses to about 28.7 µM), inactives show at the top dose activity change, negative = inhibition, usual class: inhibitors. P. falciparum luciferase growth in erythrocytes, 48 h. 310,000 compounds, 5.9% hits; further: potency means the concentration at half of the fitted maximal effect; on the % scale 0 is the no-effect control and ±100 the full control effect
#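 Luminescence readout; reporter = integrated firefly luciferase in P. falciparum. RBC culture at 2% hematocrit, 0.1% parasitemia final, 37 C/5% CO2; decreased signal taken as growth inhibition.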
# * hit, by the source's call; ? = inconclusive; / = not tested or not shown; & = joins results of further samples; [ ] = dose if it differs, or a comment. Unless noted, the call rests on the fitted dose curve; in most records, active means well fitted curve in the direction sought with a large enough effect; inconclusive means small, poorly fitted or top-dose-only effect, or another doubt; inactive means no such curve, though single readings can be large; an effect the other way counts as inactive or inconclusive.
no. | mol | LmPK inh | Shiga inhibitor | Pf growth 96h | Tb PYK inh | AmpC inh no detg | Cycloheximide cs | Pf growth 48h
1 | CC(=O)Nc1ccc(N=NC2C(=O)N(C(N)=S)N=C2C)cc1 (stereo not given) | -3% | 40 | ? | -4% | -21% | 21* | 1%
2 | CCc1cccc(NS(=O)(=O)c2c(C)nc3scc(C)n3c2=O)c1 | -2% | -19 | ? | -3% | 9% | -7 | ?
3 | CCCNC(=O)CCn1nc(-c2ccc(Cl)cc2)c2ccccc2c1=O | -4% | -19 | -28% | 2% | 47% | -1 | ?
4 | Cc1c(CC(=O)NCC(=O)O)c(=O)oc2cc3oc4c(c3cc12)CCCC4 | 0% | -4 | 9% | -7% | -14% | 21 | 5%
5 | Cc1ccc(N2CCN(CCCN3C(=O)C4CCCN4C3=O)CC2)cc1 (stereo not given) | -3% | -6 | -42% | 0% | -26% | 1 | -15%
6 | CCCn1c(SCC(=O)Nc2cccc(F)c2)nc(O)cc1=O | / | / | -14% | -9% | -44% | / | ?
7 | CCOC(=O)C1CCN(C(=O)C2CCN(S(=O)(=O)c3ccc4ccccc4c3)CC2)CC1 | -1% | 7 | 1% | 6% | 205%[activator] | -1 | ?
8 | CCOc1ccc(N(C(=O)c2cnccn2)C(C(=O)NC2CCCCC2)c2ccc(O)cc2)cc1 (stereo not given) | -1% | -12 | 10% | -9% | 64%[activator] | 1 | -13%
9 | O=C(NCc1ccccn1)c1c(O)c2cccc3c2n(c1=O)CC3 | 4% | -2 | ? | -6% | 5% | -1 | 29%
10 | Cc1ccc(C(=O)NC(=S)Nc2ccc(S(=O)(=O)N(C)c3ccccc3)cc2)cc1 | 4% | 37 | / | -12% | -20% | -1 | 4%
11 | COc1ccc(Cc2nnc(SCC(=O)Nc3cc(Cl)ccc3OC)[nH]c2=O)cc1 | / | / | 4% | 2% | -47% | / | ?
12 | CCOC(=O)/C=c1\s/c(=C\c2ccc(C)cc2)c(=O)n1CC(=O)NCc1ccco1 | -3% | -7 | 4% | 26% | ? | -2 | 1%
13 | O=C(c1ccc(CS(=O)(=O)c2ccccc2)o1)N1CCN(c2ccccc2)CC1 | -2% | -5 | 15% | -6% | -3% | -5 | -17%
14 | O=c1c2sc3nc(N4CCOCC4)c4c(c3c2nnn1Cc1ccccc1)CCCC4 | 0% | -11 | ? | 7% | -12% | 2 | ?
15 | COc1ccc(-c2nnc(SCC#CCO)o2)cc1OC | -10% | 12 | 11% | -12% | ? | -2 | 6%

# Continued; the last 7 above are carried over.
no. | mol | LmPK inh | Shiga inhibitor | Pf growth 96h | Tb PYK inh | AmpC inh no detg | Cycloheximide cs | Pf growth 48h
9 | O=C(NCc1ccccn1)c1c(O)c2cccc3c2n(c1=O)CC3 | 4% | -2 | ? | -6% | 5% | -1 | 29%
10 | Cc1ccc(C(=O)NC(=S)Nc2ccc(S(=O)(=O)N(C)c3ccccc3)cc2)cc1 | 4% | 37 | / | -12% | -20% | -1 | 4%
11 | COc1ccc(Cc2nnc(SCC(=O)Nc3cc(Cl)ccc3OC)[nH]c2=O)cc1 | / | / | 4% | 2% | -47% | / | ?
12 | CCOC(=O)/C=c1\s/c(=C\c2ccc(C)cc2)c(=O)n1CC(=O)NCc1ccco1 | -3% | -7 | 4% | 26% | ? | -2 | 1%
13 | O=C(c1ccc(CS(=O)(=O)c2ccccc2)o1)N1CCN(c2ccccc2)CC1 | -2% | -5 | 15% | -6% | -3% | -5 | -17%
14 | O=c1c2sc3nc(N4CCOCC4)c4c(c3c2nnn1Cc1ccccc1)CCCC4 | 0% | -11 | ? | 7% | -12% | 2 | ?
15 | COc1ccc(-c2nnc(SCC#CCO)o2)cc1OC | -10% | 12 | 11% | -12% | ? | -2 | 6%
16 | CCOC(CNC(=O)C1CCN(S(=O)(=O)c2ccc3nc4c(c(C(=O)O)c3c2)CC(C)CC4)CC1)OCC (stereo not given) | 7% | 17 | ? | -6% | -5% | -3 | 8%
17 | Cc1ccc(S(=O)(=O)c2nc(-c3ccccc3Cl)oc2NCCCN2CCOCC2)cc1 | -11% | -19 | ? | -4% | -8% | -2 | -6%
18 | CCOC(=O)CSc1nnc(CNC(=O)c2ccc(OC)cc2OC)n1C | 0% | -3 | 2% | -3% | -4% | 8 | 0%
19 | COc1ccc(C)cc1S(=O)(=O)N(CC(=O)N1CCOCC1)Cc1ccccc1 | 3% | -15 | -16% | 5% | 33% | -1 | -10%
20 | CCOC(=O)C1(Cc2cccc(F)c2)CCN(CC(O)CO)CC1 (stereo not given) | 6% | 2 | 0% | -2% | -6% | -2 | -8%
21 | O=c1cc(C(F)(F)F)nc(SCc2cccc3ccccc23)[nH]1 | -4% | -4 | 11% | 2% | -29% | 2 | 15%
22 | O=C(O)COCc1nc2ccccc2s1 | -3% | -7 | 6% | -12% | 0% | -3 | -47%
23 | Cc1nc2c(C(=O)NCCC(C)C)c[nH]n2c(=O)c1Cc1ccccc1F | 1% | 1 | -1% | -1% | -20% | -1 | -9%
24 | COc1cc(/C=C(\C#N)C(N)=O)ccc1OCc1c(C)no[n+]1[O-] | -6% | -2 | 0% | -4% | 17% | 1 | -15%
25 | COc1cc(/C=N/Nc2nc(N3CCCCC3)nc(N3CCCCC3)n2)ccc1OC(=O)c1ccco1 | 3% | -6 | 5% | / | -41% | -3 | 0%
26 | COc1ccccc1C(=O)NCCC(=O)N1CCCC(C)C1 (stereo not given) | -3% | -11 | 44%[activator] | -4% | -8% | -3 | 5%
27 | CCOC(=O)[C@H]1[C@H]2COc3ccc(C)cc3[C@@H]2N2C(=O)CN(Cc3ccccc3)C(=O)[C@@]12C | / | / | ? | -4% | 168%[activator] | / | ?
28 | O=C1Nc2c(Br)cc(Br)c3cccc1c23 | -3% | -11 | 8% | -4% | -27% | 2 | 5%
29 | COc1ccc(N2CCN(S(=O)(=O)c3ccc(-c4cnc(C5CC5)o4)cc3)CC2)cc1 | -6% | -3 | ? | 4%&-6% | 2% | 0 | -10%
30 | O=C1CCCc2oc3ccc(NS(=O)(=O)c4cccc5cccnc45)cc3c21 | 3% | 16 | 63%[activator] | -1% | -28% | 8 | ?

# Following part
no. | mol | LmPK inh | Shiga inhibitor | Pf growth 96h | Tb PYK inh | AmpC inh no detg | Cycloheximide cs | Pf growth 48h
31 | OC(COc1ccc(Br)cc1)CN1CCCC1 (stereo not given) | 4% | -2 | 8% | 2% | -8% | -2 | -3%
32 | c1cnc(-c2nnc3n2CCCCC3)cn1 | 9% | 13 | 23% | -4% | 1% | -3 | 7%
33 | Cc1cc(Cl)c2oc(C(=O)N(C)C3CCOC3)c(C)c2c1 (stereo not given) | 9% | 55* | 13% | ? | 105%[activator] | 36* | 37%[activator]
34 | COc1cccc(NCc2ccc([N+](=O)[O-])s2)c1 | -4% | 21 | 0.33µM* | -15% | -10% | -1 | -27%
35 | CC1CN(CCc2ccccc2)c2nc3c(c(=O)n(C)c(=O)n3C)n2C1 (stereo not given) | -9% | -3 | ? | -5% | 69%[activator] | -6 | -8%
36 | COc1ccc(/C(C)=N/NC(=O)CNC(=O)CCc2ccccc2)c(OC)c1 | 7% | -31 | 27% | 1% | 13% | 0 | -19%
37 | O=C(CCN1CCOCC1)Nc1cc(C(=O)Nc2ccccc2F)ccc1N1CC2CC(C1)c1cccc(=O)n1C2 (stereo not given) | 2% | -3 | -9% | -21% | 63% | -2 | ?
38 | COc1ccc(/C=N/NC(=O)CCSc2nc3ccccc3s2)cc1OC | 2% | 3 | ? | -12% | 1% | 0 | -22%
39 | NC(=O)C1(N2CCCCC2)CCN(C2CC(=O)N(Cc3ccc(N4CCCC4=O)cc3)C2=O)CC1 (stereo not given) | -12% | -23 | -7% | 3% | -3% | 8 | /
40 | Cc1cccc(N(CC(=O)N/N=C/c2cc([N+](=O)[O-])ccc2Cl)S(C)(=O)=O)c1C | 1% | -4 | 94%[activator] | -4% | 4% | -2 | ?
41 | COc1ccc(CNC(=O)c2ccc3nccnc3c2)cc1 | -3% | -16 | ? | 1% | -13% | -1 | 13%
42 | Cc1ccc(S(=O)(=O)N(C)c2ccc(OC(=O)c3cccs3)cc2)cc1C | / | / | -6% | 3% | -16% | / | -6%
43 | NC(=O)COc1ccc(/C=N\NC(=O)CC(=O)NCCc2ccccc2)cc1 | 2% | -11 | -33% | -4% | -8% | -4 | -6%
44 | O=C(O)CNC(=O)C(c1ccccc1)c1ccccc1 | -4% | 2 | -23% | -1% | -12% | 3 | 13µM*
45 | O=C(c1cc(-c2ccccc2)n[nH]1)N1CCN(S(=O)(=O)c2ccccc2)CC1 | -6% | 14 | ? | -4% | -13% | -2 | 3.7µM*

# Additional records
no. | mol | LmPK inh | Shiga inhibitor | Pf growth 96h | Tb PYK inh | AmpC inh no detg | Cycloheximide cs | Pf growth 48h
46 | c1ccc(Cc2nn[nH]n2)cc1 | 2% | -21 | -3% | -9% | -11% | -7 | 4%
47 | Cc1ccc(SCCN2CCN(CCc3ccccc3)CCC2=O)cc1 | 0% | 7&-1 | 40%[activator] | -3% | 173%[activator] | 13&-3 | 42%[activator]
48 | CCc1c(C(=O)Nc2cc(C)cc(C)c2)[nH]c(C)c1C(C)=O | 5% | -12 | -9% | -4% | -44% | -1 | /
49 | CN(C1CCCCC1)S(=O)(=O)c1ccccc1 | -12% | -14 | / | 0% | -18% | -2 | 18%
50 | CC1C(=O)N2CCCc3cc(NS(=O)(=O)c4ccc([N+](=O)[O-])cc4)cc1c32 (stereo not given) | / | / | ? | 4% | -35% | / | ?
51 | O=C1CC2c3ccccc3C1C1C(=O)N(CCO)C(=O)C21 (stereo not given) | 0% | -5 | 32% | -2% | -5% | -2 | -10%
52 | COc1ccc(C(=O)C2CCCN(C(=O)C3CCOCC3)C2)cc1OC (stereo not given) | -1% | 24 | -18% | 3% | -3% | 1 | -3%
53 | CCN(C(=O)Nc1cccc(Cl)c1)c1ccccc1 | -2% | -5 | -59% | -5% | -21% | -2 | -11%

# 3 consecutive entries from above, for reference:
no. | mol | LmPK inh | Shiga inhibitor | Pf growth 96h | Tb PYK inh | AmpC inh no detg | Cycloheximide cs | Pf growth 48h
46 | c1ccc(Cc2nn[nH]n2)cc1 | 2% | -21 | -3% | -9% | -11% | -7 | 4%
47 | Cc1ccc(SCCN2CCN(CCc3ccccc3)CCC2=O)cc1 | 0% | 7&-1 | 40%[activator] | -3% | 173%[activator] | 13&-3 | 42%[activator]
48 | CCc1c(C(=O)Nc2cc(C)cc(C)c2)[nH]c(C)c1C(C)=O | 5% | -12 | -9% | -4% | -44% | -1 | /
